TcdB GH inh = blocks C. difficile toxin B glycohydrolase activity. P18177. TcdB glycohydrolase enzymatic assay, plate reader. inhibition, % at 9.99 µM. 350,000 compounds, 0.24% hits. AID 652162; in the data active means inhibition above about 10%
CCHF vOTU inh = blocks the CCHF virus ovarian tumor domain protease | CCHFV vOTU protease, Pep-AMC fluorescence | inhibition, % at 11.5 µM | 370,000 compounds, 0.55% hits; in the data active means inhibition above about 30%; further: 0% = vehicle wells with enzyme and 100% = no enzyme wells
PfHsp40 rescue = rescue of PfHsp40-mediated yeast toxicity. 340,000 compounds, 0.68% hits. growth rescue, % at 12.5 µM. AID 504582. S. cerevisiae expressing PfHsp40, growth rescue, ATP luminescence; in the data active means growth rescue above about 28%, passing the limit was not always enough; inconclusive means no clear call, values can overlap the other calls;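 further: yeast W303a lacking pdr1 and pdr3 grown in galactose medium; growth measured after three days at 30 °C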
BoNT F protease = inhibitors of Botulinum neurotoxin F light chain protease. AID 588497. Multiplex microsphere protease cleavage assay, flow cytometry. 360,000 compounds, 0.22% hits. inhibition, % at 10 µM; in the data active means inhibition above about 35%, passing the limit was not always enough; inconclusive means no clear call, values can overlap the other calls; further: plate controls were buffer without enzyme for full effect and enzyme alone for no effect
BoNT-A LC inh2 = inhibitors of Botulinum neurotoxin A light chain protease. multiplex microsphere protease substrate cleavage, flow cytometry. inhibition, % at 10 µM. 360,000 compounds, 0.17% hits. AID 588499; further: plate controls were buffer without enzyme for full effect and enzyme alone for no effect
PrPC surface inh = reduces human prion protein on the cell surface; P04156; cell surface PrPC, TR-FRET read-out; inhibition, % at 13.8 µM; 370,000 compounds, 0.43% hits; AID 720596; in the data active means inhibition above about 24%; further: 0% = median of the test wells and 100% = reference compound wells
FadD28 FP inh = inhibitors of Mycobacterium tuberculosis FadD28 bisubstrate binding | FadD28 bisubstrate probe binding, fluorescence polarization | inhibition, % at 12.5 µM | 360,000 compounds, 0.22% hits | AID 588549; in the data active means inhibition above about 8.5%, passing the limit was not always enough; inconclusive means no clear call, values can overlap the other calls
Anthrax LF inh2 = blocks Bacillus anthracis lethal factor protease. P15917. multiplex microsphere protease cleavage assay, LF. inhibition, % at 10 µM. 360,000 compounds, 0.12% hits. AID 588501; further: plate controls were buffer without enzyme for full effect and enzyme alone for no effect
Target sequence (P15917 whole entry, looked up): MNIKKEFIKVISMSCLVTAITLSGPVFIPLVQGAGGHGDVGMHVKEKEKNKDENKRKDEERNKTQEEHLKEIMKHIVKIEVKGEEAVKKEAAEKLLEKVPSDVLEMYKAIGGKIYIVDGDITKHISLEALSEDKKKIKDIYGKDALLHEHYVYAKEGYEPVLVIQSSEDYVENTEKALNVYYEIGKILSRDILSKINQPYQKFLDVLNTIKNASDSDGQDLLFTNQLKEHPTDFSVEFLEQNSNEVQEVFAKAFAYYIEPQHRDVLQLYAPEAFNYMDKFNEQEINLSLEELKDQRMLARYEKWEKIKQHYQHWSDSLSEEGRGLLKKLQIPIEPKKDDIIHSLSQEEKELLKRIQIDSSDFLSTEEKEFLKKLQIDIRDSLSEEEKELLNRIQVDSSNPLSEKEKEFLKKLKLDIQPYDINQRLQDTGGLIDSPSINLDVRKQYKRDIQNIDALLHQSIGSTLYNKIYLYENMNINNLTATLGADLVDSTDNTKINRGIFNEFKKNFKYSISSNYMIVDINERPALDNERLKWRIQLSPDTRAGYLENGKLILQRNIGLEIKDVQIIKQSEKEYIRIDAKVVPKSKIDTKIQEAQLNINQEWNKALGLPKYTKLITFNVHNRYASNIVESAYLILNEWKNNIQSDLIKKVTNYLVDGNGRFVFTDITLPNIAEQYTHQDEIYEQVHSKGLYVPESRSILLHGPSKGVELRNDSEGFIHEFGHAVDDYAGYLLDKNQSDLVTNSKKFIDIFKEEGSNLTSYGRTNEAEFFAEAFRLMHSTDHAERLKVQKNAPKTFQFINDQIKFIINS
Y pestis TopoI = blocks Yersinia pestis topoisomerase I activity; 360,000 compounds, 0.064% hits; AID 504884; Y. pestis Topo-I cleavage product accumulation, plate reader; activity, % at 10 µM; in the data active means activity above about 50%, passing the limit was not always enough; inconclusive means no clear call, values can overlap the other calls; further: inactives centre near 2
* hit, by the source's call; ? = inconclusive; · = not tested or not shown. Unless noted, no stated cut-off is given here; in the data, active means inhibition above about 30%; inconclusive means no clear call, values can overlap the other calls; inactive means below that.

Each structure is followed by: TcdB GH inh, CCHF vOTU inh, PfHsp40 rescue, BoNT F protease, BoNT-A LC inh2, PrPC surface inh, FadD28 FP inh, Anthrax LF inh2, Y pestis TopoI
#1 CC(C(=O)Nc1ccc(Cl)cc1Cl)N1C(=O)NC2(CCCC2)C1=O (stereo not drawn)
  1.2, 5, 0.0, -5, 0.8, -3, -2.6, -13, 10
#2 CCOc1cc(CNc2ccccc2)cc(Br)c1OCC(=O)NC(C)(C)C
  ·, -2, 7.4, -6, 0.0, 9, -2.1, -5, 15
#3 COc1ccc(S(=O)(=O)N2CCCCCC2)cc1C(=O)N(C)CC(=O)Nc1ccccc1Cl
  1.3, 15, 0.9, 6, 3.3, 6, -1.6, 3, 27
#4 Cc1ccc2nc(NC(=O)c3cc(-c4ccco4)nc4ccccc34)sc2c1
  -0.4, -15, -1.0, 0, 0.8, 6, 1.2, 1, 36
#5 CCN1CCN(S(=O)(=O)c2ccc(-c3cc(C)no3)s2)CC1
  1.4, -2, 0.6, 2, 0.3, -9, -4.1, 0, 2
#6 CC(=O)c1c(C)[nH]c(C(=O)/C(C#N)=C/c2cccc(C)c2)c1C
  -1.4, -4, -0.2, 1, -0.1, -8, 3.8, 0, 3
#7 CC1=NN(C(=O)c2ccoc2C)C(O)(C(F)(F)F)C1 (stereo not drawn)
  0.3, 2, 0.3, ·, -344, -4, -1.3, -200, 3
#8 COC(=O)C1=C(C)N(Cc2ccccc2)C(=O)/C1=C\c1ccco1
  0.9, 1, 0.7, -7, -1.0, 5, -1.8, -7, -2
#9 CC[C@H](C)[C@H](NC(N)=O)C(=O)NNC(=O)c1ccc(COc2cccc3cccnc23)cc1
  -0.7, 10, 1.0, -2, -0.3, -6, -2.4, -3, 6
#10 CCOc1ccc(NC(=O)c2cccc3c2C(=O)N(Cc2cccnc2)C3)cc1
  1.6, 11, 2.3, 0, 0.0, 5, -3.2, -2, 32
#11 COc1ccc(S(=O)(=O)NCC(c2cccnc2)N2CCN(Cc3ccccc3)CC2)cc1C (stereo not drawn)
  1.1, 10, 0.6, -11, -0.5, -10, -3.8, -10, 28
#12 CC(CN1CCCC1)OC(=O)Cc1ccc(Cl)cc1 (stereo not drawn)
  -0.1, -2, 1.1, ·, ·, -5, -1.6, ·, 0
#13 CCCCCC(=O)Nc1nc(C)c(-c2csc(Nc3cc(Cl)ccc3C)n2)s1
  -0.8, 12, 2.2, -14, -1.0, 3, -4.2, -14, -28
#14 Brc1c(CSc2nncn2-c2ccccc2)nc2ncccn12
  ·, -53, -1.2, -2, 0.2, -3, -1.1, 2, -8
#15 O=C(Cc1nnc(NC(=O)Nc2ccccc2F)s1)NCc1ccccc1
  1.6, -8, ·, -4, 0.0, 5, -1.2, 0, 9

Quoted at random: 3 records from the list
Each structure is followed by: TcdB GH inh, CCHF vOTU inh, PfHsp40 rescue, BoNT F protease, BoNT-A LC inh2, PrPC surface inh, FadD28 FP inh, Anthrax LF inh2, Y pestis TopoI
#1 CC(C(=O)Nc1ccc(Cl)cc1Cl)N1C(=O)NC2(CCCC2)C1=O (stereo not drawn)
  1.2, 5, 0.0, -5, 0.8, -3, -2.6, -13, 10
#12 CC(CN1CCCC1)OC(=O)Cc1ccc(Cl)cc1 (stereo not drawn)
  -0.1, -2, 1.1, ·, ·, -5, -1.6, ·, 0
#7 CC1=NN(C(=O)c2ccoc2C)C(O)(C(F)(F)F)C1 (stereo not drawn)
  0.3, 2, 0.3, ·, -344, -4, -1.3, -200, 3

More structures.
Each structure is followed by: TcdB GH inh, CCHF vOTU inh, PfHsp40 rescue, BoNT F protease, BoNT-A LC inh2, PrPC surface inh, FadD28 FP inh, Anthrax LF inh2, Y pestis TopoI
#16 CN(CCO)c1cc(N(C)CCO)c([N+](=O)[O-])cc1[N+](=O)[O-]
  0.3, 6, -1.6, 11, 0.4, -12, -1.2, -1, 2
#17 O=C(NCC(=O)N1CCN(c2ccccc2O)CC1)c1ccc(Br)o1
  -0.2, -4, 0.6, -6, 1.7, -1, -1.8, -3, 0
#18 O=C(COC(=O)c1cccnc1Nc1ccccc1F)NCc1ccc2c(c1)OCO2
  ·, -6, -0.3, 9, -0.4, 4, -2.0, -4, -1
#19 O=C(CN1CCOCC1)Nc1nc2ccc(Br)cc2s1
  ·, -11, 4.4, -8, -0.6, -5, -2.5, -3, -8
#20 C/C(=N/NC(=O)c1cc(-c2cccc([N+](=O)[O-])c2)n[nH]1)c1ccc(Cl)cc1
  ·, 3, -0.5, 1, 0.3, -10, -1.1, -1, -2
#21 COCCn1c(C)cc(C2=NNC(=Nc3ccc(OC)cc3)SC2)c1C
  ·, ·, -1.8, -28, 0.6, ·, -0.7, -2, -3
#22 CSC1=NCCN1C(=O)Cc1ccc(F)cc1
  2.3, -1, -0.8, -11, 0.0, -4, -1.9, -8, -3
#23 NNC(=O)COc1ccc(C(F)(F)F)cc1
  1.4, -6, -0.9, -2, 0.2, -6, -5.9, -2, 8
#24 O=C(NC(=S)Nc1cc(Cl)ccc1O)c1cccc(Br)c1
  0.7, -3, -1.1, 0, 2.5, 5, -0.9, -7, -10
#25 CC(C)C(=O)NC(=O)COC(=O)/C=C/c1cccs1
  1.4, 19, -0.4, -5, -0.1, -7, 0.9, -2, 2
#26 O=c1cc(-c2ccccc2)nc2nc(-c3ccco3)[nH]n12
  ·, 7, -1.2, 3, -0.7, 1, -1.7, -4, -14
#27 CCOC(=O)CSc1nnc(C)c(C)n1
  ·, -2, -0.5, 8, -0.2, -4, -0.3, 0, -9
#28 COc1cccc(NC(=O)N2CCCC(C(=O)NCc3ccc(F)cc3)C2)c1 (stereo not drawn)
  ·, 0, -0.9, 1, -0.6, 6, -4.1, -7, -9
#29 COc1cccc(-c2nc(CS(=O)CC(=O)NC3CC3)c(C)o2)c1 (stereo not drawn)
  -0.6, -1, 0.2, -13, -1.1, 4, -1.6, 3, 2
#30 Cc1onc(-c2ccccc2)c1-c1nc2ccccc2c(=O)o1
  ·, 19, 5.2, -31, -2.1, -5, -0.6, -4, 3

Single records, from the list above.
Entry for `O=c1cc(-c2ccccc2)nc2nc(-c3ccco3)[nH]n12` = TcdB GH inh: ·; CCHF vOTU inh: 7; PfHsp40 rescue: -1.2; BoNT F protease: 3; BoNT-A LC inh2: -0.7; PrPC surface inh: 1; FadD28 FP inh: -1.7; Anthrax LF inh2: -4; Y pestis TopoI: -14
Entry for `C/C(=N/NC(=O)c1cc(-c2cccc([N+](=O)[O-])c2)n[nH]1)c1ccc(Cl)cc1` = TcdB GH inh: ·; CCHF vOTU inh: 3; PfHsp40 rescue: -0.5; BoNT F protease: 1; BoNT-A LC inh2: 0.3; PrPC surface inh: -10; FadD28 FP inh: -1.1; Anthrax LF inh2: -1; Y pestis TopoI: -2

(continued)
Each structure is followed by: TcdB GH inh, CCHF vOTU inh, PfHsp40 rescue, BoNT F protease, BoNT-A LC inh2, PrPC surface inh, FadD28 FP inh, Anthrax LF inh2, Y pestis TopoI
#31 CCOc1ccc(-c2n[nH]c(C(=O)NN)c2C)cc1
  -0.3, 14, 5.1, -1, 0.0, 0, -0.2, 0, 0
#32 COc1ccc(Cl)c2sc(N(CCN(C)C)C(=O)c3ccc4c(c3)OCCO4)nc12
  0.6, -6, 2.3, -76, -49, -8, -5.7, -15, -2
#33 CC(=O)N[C@@H](Cc1c[nH]c2ccccc12)C(=O)OCC(=O)Nc1ccc(S(=O)(=O)N(C)C)cc1
  0.8, -2, -1.4, -7, -0.8, -5, -1.4, -4, 1
#34 CCOC(=O)N1CCN(C(=O)CSc2ccc(-c3ccccc3)nn2)CC1
  -0.4, 5, -1.1, -8, -1.0, -6, -2.7, 0, 7
#35 CCCCNCCCOc1ccc(C)cc1Br
  -0.3, 0, -2.0, -9, -0.6, 5, -2.9, 0, -3
#36 Cc1nc2cc(C(F)(F)F)ccc2n1C1CCN(CC(=O)N2CCCC2)CC1
  1.0, 1, 1.0, -2, -0.5, -7, -1.3, 1, -8
#37 CCn1c(NC(=O)C(C)C)c2ccccc2nc1=O
  0.4, 5, -0.6, -1, 0.4, -4, -3.9, -4, 11
#38 CN(Cc1ccc(OC(F)F)cc1)C(=O)c1cccc(S(=O)(=O)N2CCN(Cc3ccccc3)CC2)c1
  -1.1, -3, 0.5, 5, -0.4, 1, -5.5, 5, 8
#39 O=C(CCc1nc2sc3c(c2c(=O)[nH]1)CCCC3)Nc1ccccc1Cl
  -1.6, 7, -0.2, 19, 7.7, -1, -2.8, 10, 2
#40 CCOc1ccc(NC(=S)NCc2ccc3c(c2)OCO3)cc1
  3.3, -8, 0.2, -24, -3.1, -8, -1.7, 6, 3
#41 COc1cccc([C@@H]2CC=C(C(=O)O)[C@H](c3ccc(F)cc3)N2S(=O)(=O)c2ccc(C)cc2)c1
  -0.4, 7, 2.2, 5, 0.0, 5, -3.5, 2, 3
#42 Cc1ccc(SCCNC(=S)Nc2ccc(C)c(C)c2)cc1
  ·, 18, 97*, 0, 0.1, 1, -1.4, -5, -2
#43 COc1ccc(NC(=O)c2ccccc2)c([N+](=O)[O-])c1
  0.8, 6, 0.5, -4, -0.4, -21, -0.6, 6, 3
#44 COc1ccc(N2CCN(CCNC(=O)C3CC(=O)N(C4CCCC4)C3)CC2)cc1 (stereo not drawn)
  1.4, -7, 0.0, -6, -1.1, 1, -2.7, 0, 0
#45 O=C(CSc1nc(C(F)(F)F)cc(=O)[nH]1)Nc1nccs1
  2.6, 5, -0.7, 14, -1.7, -1, -2.7, -4, 11
#46 Cc1nc(NC(=O)C23CC4CC(CC(C4)C2)C3)sc1Cc1ccc2c(c1)OCO2
  ·, -5, -0.2, -5, -0.3, -2, 0.7, -5, 2
#47 CC(=O)N1CCN(C(=O)c2ccc(Oc3ccccc3)cc2)CC1
  1.5, -9, -0.2, -2, 0.1, 4, -3.2, 3, -3
#48 C[C@@H]1NS(=O)(=O)[C@H]2C[C@@H]3C=C[C@]2(O3)[C@H]1OC(=O)c1ccccc1Br
  1.5, -7, -0.4, 3, 0.3, 2, -2.7, -1, -11
#49 COc1ccc(C(=O)N/N=C(\C)CC(=O)Nc2ccc3c(c2)OCO3)cc1
  -3.5, -7, 1.0, -8, -0.8, 5, -3.3, 4, 2
#50 CC(Oc1ccc2ccc(=O)oc2c1)C(=O)NCCN1CCOCC1 (stereo not drawn)
  0.5, 1, -0.9, -1, 1.8, -8, -2.1, 0, 2
#51 CCOc1ccc(N(CC(=O)NCc2ccc(F)cc2)C(=O)c2ccco2)cc1
  0.5, 0, 0.4, -9, -1.0, -1, -2.1, -2, 11
#52 COc1ccc(-n2c(N)cc(=O)nc2SCC(=O)NC2CCCCC2)cc1
  -2.8, 5, 0.2, -4, -1.1, 1, -1.3, -2, 10
#53 O=C(N/N=C/c1ccccc1Br)c1cccc(S(=O)(=O)N2CCOCC2)c1
  -0.7, -3, -0.6, ?, 0.2, 0, -1.0, -1, -5
#54 Cc1cccc(NC(=O)CSc2nsc(SCC(=O)Nc3cccc(C)c3)c2C#N)c1
  0.8, 12, 0.2, -1, 0.2, 11, -0.4, 2, 8
#55 CSc1cccc(NC(=O)c2sc3nc4n(c(=O)c3c2C)CCC4)c1
  -0.1, 1, 3.9, 4, -0.2, 8, -2.7, 1, 14
#56 CCOc1c2ccc(C(=O)NCc3ccc(C(F)(F)F)cc3C(F)(F)F)cc2nn1C
  -0.4, -2, 4.7, -1, -0.5, 13, 0.6, 10, 2
#57 COc1ccc(/C=N/Nc2nncc3ccccc23)c(OC)c1
  ·, 5, 0.4, 6, 0.4, 5, -2.0, -1, -13

No enrichment for hits, and some 2.3% of all compounds hit somewhere here.
